Screening data (PubChem)
ER stress rescue – protection against thapsigargin-triggered cell killing – 384-well, CSM14.1, ATP luminescence, primary screen (AID 1222); cellular ATP content (survival), % at 20 µM, or EC50 in µM where a hit was titrated; 190,000 tested, under 10 active; CSM14.1 thapsigargin-induced death rescue, ATP luminescence; higher % means a stronger effect;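 active = EC50 below 50 µM in the dose-response confirmation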;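 note: death triggered by thapsigargin at about 15 µM added after 2 h compound pretreatment; cell ATP read after overnight thapsigargin exposure of roughly 18 to 22 hours; normalized against plate controls of thapsigargin alone and 5% DMSO vehicle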
LYP inhibition – PTPN22 lymphoid phosphatase activity blockers – biochemical, fluorescence intensity, uHTS (AID 1779). recombinant LYP phosphatase, fluorescence intensity; higher % means a stronger effect. one-dose inhibition, % at 11.5 µM; IC50 in µM for titrated hits. 290,000 tested, 0.054% active;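 note: plate controls were vehicle with enzyme for no effect and no enzyme for full effect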
PMI inhibitors – inhibitors of human PMI, primary screen, biochemical, fluorescence intensity, coupled assay (AID 1209) | 190,000 tested, 0.42% active | purified PMI enzyme, coupled fluorescence intensity; higher % means a stronger effect | inhibition, % at 20 µM, or IC50 in µM where a hit was titrated;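 note: plate controls were DMSO vehicle for no effect and wells lacking substrate for full effect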
Myeloid diff MLP – compounds promoting myeloid differentiation | ER-HoxA9 myeloid progenitors, lysozyme-GFP differentiation, flow cytometry | calls only at 10 µM | AID 624256 | 360,000 tested, 1% active;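 active = normalized GFP-positive differentiation at or above the plate's own cutoff, the solvent-only control mean plus 3 SD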;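 note: cells exposed to compound for four days before flow analysis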
TNAP activators – stimulation of alkaline phosphatase TNAP activity – biochemical, luminescent, no phosphate acceptor, uHTS, primary screen (AID 1001) | purified TNAP, luminescent activation assay, no phosphate acceptor; higher activation fold means a stronger effect | activation fold at 20 µM, or EC50 in µM where a hit was titrated | 200,000 tested, 0.03% active; in the data active = activation fold from about 3, or a potency from the dose series; inactive = the rest, 99 in 100 with activation fold below about 1.6; note: many of its hits are not listed in these tables
PMI inhibition – human PMI inhibitors, high substrate, primary screen, biochemical, fluorescence intensity, high mannose 6-phosphate (AID 1220); recombinant PMI enzyme, coupled fluorescence intensity; higher % means a stronger effect; inhibition, % at 20 µM; hits with a dose series show IC50 in µM; 190,000 tested, 0.66% active
M17LAP inhibition – P. falciparum M17LAP inhibitors, primary screen, biochemical, fluorogenic H-Leu-NHMec substrate, 1536-well (AID 1619) | recombinant M17LAP, H-Leu-NHMec fluorogenic kinetic assay; higher % means a stronger effect | inhibition, % at 30 µM, or IC50 in µM where a hit was titrated | 220,000 tested, 0.38% active;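 active = compound inhibiting the enzyme by more than half at any dose during confirmatory dose-response retesting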;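 note: plate controls were full reaction with DMSO carrier for no effect and no enzyme background for full effect; strong numbers were not always called active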
P. falciparum M1AAP – P. falciparum M1AAP inhibitors, biochemical, fluorogenic H-Leu-NHMec substrate, 1536-well (AID 1445) | recombinant M1AAP, H-Leu-NHMec fluorogenic kinetic assay; higher % means a stronger effect | inhibition, % at 30 µM; hits with a dose series show IC50 in µM | 220,000 tested, 0.42% active;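 active = primary inhibition above the hit cutoff, then over 50% inhibition at one or more dose response concentrations, cut at about 23% in these data, passing the limit was not always enough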;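 note: plate controls were DMSO full reaction for no effect and no enzyme background for full effect; strong numbers were not always called active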
XIAP antagonists – XIAP antagonists, biochemical, IAP family, fluorescence polarization (AID 1018); XIAP BIR domain, fluorescence polarization peptide displacement; higher % means a stronger effect; 200,000 tested, 0.007% active; one-dose displacement, % at 20 µM; IC50 in µM for titrated hits; in the data active = displacement above about 50%; note: a part of the inactive calls stands beside numbers as strong as those of hits
Myeloid diff MLP GFP+ MAC1+ % – recorded beside Myeloid diff MLP, whose call it bears; GFP+ MAC1+ double positive, %; measured here: differentiation confirmed by MAC1 staining
* = called active by the depositor; i = inactive; x = no result given. Cut-off read from the data, not from the text of the source, unless noted: active = inhibition above about 50%; inactive = the rest. This is a random part of the collection, and some 2.7% of all compounds hit somewhere here.

SMILES	ER stress rescue	LYP inhibition	PMI inhibitors	Myeloid diff MLP	Myeloid diff MLP GFP+ MAC1+ %	TNAP activators	PMI inhibition	M17LAP inhibition	P. falciparum M1AAP	XIAP antagonists
CCOC(=O)C1=NNC2(c3ccc(Cl)cc3)C(=O)N(c3cc(C)cc(C)c3)C(=O)C12 (stereo not drawn)	-1.1%	7%	22%	x	x	1	18%	-3%	-6%	-0.3%
Cc1cc(C)nc(SCC(=O)Nc2ccc(S(=O)(=O)Nc3ncccn3)cc2)n1	-1.1%	-4%	x	i	0.5	1.1	x	0%	3%	-5.8%
Cc1ccc(-c2cn(-c3ccccc3)c(SCC(N)=O)n2)cc1C	-2.6%	-4%	19%	i	1.0	1.2	5%	6%	0%	45%
CCOC(=O)C1CCN(S(=O)(=O)c2ccc(-c3ccccn3)s2)CC1	x	-4%	x	i	0.3	x	x	-7%	2%	x
O=S(=O)(/N=C(\c1ccc(Cl)cc1)N1CCOCC1)c1ccccc1	-0.4%	-5%	14%	i	1.5	1	10%	-25%	3%	-8.4%
O=C1c2ccccc2C(=O)c2c1cccc2N1CCCC1	-5.4%	-7%	-3%	i	0.7	0.9	19%	6%	21%	2.2%
NNC(=O)CNc1cccc(Br)c1	x	-3%	x	i	0.2	x	x	-8%	0%	x
S=c1nc(-c2ccccc2)n(CCCN2CCOCC2)c2c1CCCC2	3.1%	1%	-1%	i	1.3	1.1	7%	33%	2%	1.2%
C[C@@H](C(=O)N[C@@H](Cc1c[nH]c2ccccc12)C(=O)O)n1nnc2ccccc2c1=O	x	-6%	x	i	0.1	x	x	14%	4%	x
O=C(O)CCCCCN=Cc1c(O)c2ccccc2oc1=O	-0.7%	-1%	6%	i	0.2	1.1	6%	42%	3%	2.1%
COc1ccc(C2/C(=C(/O)c3ccc(Cl)cc3)C(=O)C(=O)N2CCN2CCOCC2)c(OC)c1 (stereo not drawn)	-1.8%	-8%	-13%	i	1.0	1.1	-31%	9%	8%	-2.5%
O=C(NCc1csc(-c2cccs2)n1)C1CC1	x	-10%	x	i	0.9	x	x	-3%	7%	x

Some of these compounds in order of heavy-atom count, highest first:
SMILES	ER stress rescue	LYP inhibition	PMI inhibitors	Myeloid diff MLP	Myeloid diff MLP GFP+ MAC1+ %	TNAP activators	PMI inhibition	M17LAP inhibition	P. falciparum M1AAP	XIAP antagonists
Cc1cc(C)nc(SCC(=O)Nc2ccc(S(=O)(=O)Nc3ncccn3)cc2)n1	-1.1%	-4%	x	i	0.5	1.1	x	0%	3%	-5.8%
O=S(=O)(/N=C(\c1ccc(Cl)cc1)N1CCOCC1)c1ccccc1	-0.4%	-5%	14%	i	1.5	1	10%	-25%	3%	-8.4%
O=C(O)CCCCCN=Cc1c(O)c2ccccc2oc1=O	-0.7%	-1%	6%	i	0.2	1.1	6%	42%	3%	2.1%
O=C(NCc1csc(-c2cccs2)n1)C1CC1	x	-10%	x	i	0.9	x	x	-3%	7%	x

Returning to the listing with the five entries that preceded the break.
SMILES	ER stress rescue	LYP inhibition	PMI inhibitors	Myeloid diff MLP	Myeloid diff MLP GFP+ MAC1+ %	TNAP activators	PMI inhibition	M17LAP inhibition	P. falciparum M1AAP	XIAP antagonists
S=c1nc(-c2ccccc2)n(CCCN2CCOCC2)c2c1CCCC2	3.1%	1%	-1%	i	1.3	1.1	7%	33%	2%	1.2%
C[C@@H](C(=O)N[C@@H](Cc1c[nH]c2ccccc12)C(=O)O)n1nnc2ccccc2c1=O	x	-6%	x	i	0.1	x	x	14%	4%	x
O=C(O)CCCCCN=Cc1c(O)c2ccccc2oc1=O	-0.7%	-1%	6%	i	0.2	1.1	6%	42%	3%	2.1%
COc1ccc(C2/C(=C(/O)c3ccc(Cl)cc3)C(=O)C(=O)N2CCN2CCOCC2)c(OC)c1 (stereo not drawn)	-1.8%	-8%	-13%	i	1.0	1.1	-31%	9%	8%	-2.5%
O=C(NCc1csc(-c2cccs2)n1)C1CC1	x	-10%	x	i	0.9	x	x	-3%	7%	x
COc1ccc(-c2cc(-c3ccccc3O)[nH]n2)cc1OC	-1.3%	0%	7%	i	0.3	1.4	5%	-5%	-1%	-7.0%
CC(=O)c1cc(C(=O)N2CCc3c([nH]c4ccccc34)C2CC(C)C)[nH]n1 (stereo not drawn)	-0.7%	2%	6%	i	0.3	1.1	-4%	2%	-6%	-5.3%
COc1ccc2nc(NS(=O)(=O)c3ccc(NC(C)=O)cc3)sc2c1	-1.1%	-2%	-5%	i	0.8	1	-2%	1%	0%	-3.0%
CCOc1cccc(/C=N/NC(=S)Nc2ccccc2[N+](=O)[O-])c1O	0.0%	-6%	-13%	i	0.9	2	-21%	-7%	3%	-2.6%
CCOC(=O)Cc1cnc(NC(=O)CSc2nc(N)cc(N)n2)s1	-0.2%	-1%	6%	i	1.4	1.1	6%	4%	5%	-3.8%
COc1ccc(C(=O)Cn2c(NCCO)nc3ccccc32)cc1OC	1.2%	-5%	-13%	i	2.2	1.1	-2%	1%	4%	3.7%
CC(C)c1onc(C(=O)NCc2ccccc2)c1[N+](=O)[O-]	-5.4%	-2%	7%	i	0.3	1.1	-2%	-12%	-6%	-3.4%
Cc1ccc(N2C(=O)[C@@H]3Cc4ccccc4CN3C2=O)cc1	-2.2%	-2%	10%	i	0.9	1.1	7%	4%	11%	-1.6%
CCc1nc(SCC(=O)c2ccc(C)c(C)c2)n[nH]1	1.9%	-13%	14%	i	0.4	1.1	-38%	23%	2%	0.7%
CCCCn1nnc(NC(=O)c2sc3cc(Cl)ccc3c2Cl)n1	-1.5%	7%	12%	i	0.8	1	7%	4%	-1%	-4.6%
CCCCC(=O)Nc1ccc2c(c1)nc1n2CCOC1	-0.2%	-2%	-3%	i	1.2	1.1	6%	3%	4%	-4.2%
O=C(COc1ccc(C(=O)c2ccccc2)cc1)NCC1CCCCC1	0.3%	-4%	4%	i	0.6	1.1	1%	-4%	-16%	-7.2%
